From PubChem BioAssay
GSTO1 counter: GSTO1 inhibition, counter-screen for RBBP9 inhibitors; inhibition, % at 5.96 µM; 300,000 tested, 1.1% active; P78417; recombinant GSTO1, activity-based probe fluorescence polarization;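 active = inhibition above the campaign mean inhibition plus 3 SD, cut at about 35% in these data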;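 also: 0% = GSTO1-1 with DMSO and 100% = wells lacking GSTO1-1 enzyme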
Target sequence (P78417 whole entry, looked up): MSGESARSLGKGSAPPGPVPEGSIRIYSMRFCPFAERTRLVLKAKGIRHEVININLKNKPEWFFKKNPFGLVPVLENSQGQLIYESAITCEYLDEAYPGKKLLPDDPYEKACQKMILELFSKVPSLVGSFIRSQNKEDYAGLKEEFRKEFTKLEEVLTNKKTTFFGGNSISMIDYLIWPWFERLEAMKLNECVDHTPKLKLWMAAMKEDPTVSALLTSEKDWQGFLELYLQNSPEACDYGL
TPT1 inhibitor: inhibitors of Candida albicans tRNA 2'-phosphotransferase TPT1; recombinant caTPT1, FP RNA substrate dephosphorylation; inhibition, % at 5 µM; 300,000 tested, 0.81% active; AID 1962;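 active = inhibition above the mean of all tested compounds plus 3 SD, set per screening campaign, cut at about 24% in these data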;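 also: plate controls were DMSO alone for no effect and ferristatin control at 100 nM for full effect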
PAD4 FP inh: PAD4 (human) enzyme inhibition; inhibition, % at 6.36 µM; recombinant PAD4, RCA probe fluorescence polarization; 330,000 tested, 0.41% active; Q9UM07;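 active = percent inhibition above a cutoff equal to the mean of all tested compounds plus 3 SD, cut at about 15% in these data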;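 also: 0% = PAD4 with RCA probe and DMSO and 100% = probe without PAD4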
Fam108B inh: Fam108B inhibition, counter-screen for RBBP9 inhibitors; recombinant Fam108B, FP-Rh probe fluorescence polarization; inhibition, % at 9.51 µM; 300,000 tested, 0.33% active; AID 1947;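 active = inhibition above the screen mean inhibition plus 3 SD, computed separately per campaign, cut at about 18% in these data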;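 also: inhibitors lower polarization as less probe binds the enzyme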
MEX-5 binding: C. elegans MEX-5 TCR-2 RNA binding activity; activity score (negative = inhibition of binding), % at 10 µM; MEX-5/FITC-TCR2 RNA binding, fluorescence polarization; hits give low values; Q9XUB2; 300,000 tested, 0.38% active; AID 1832;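 active = inhibition past about -25% in most replicates, and total fluorescence under double the plate's negative control median, limit read from the data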;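 also: 0% = DMSO and -100% = 5 µM competing unlabeled TCR2 RNA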
BCLXL inh: blocks human Bcl-xL binding to Bim BH3 peptide; Q07817; 320,000 tested, 0.7% active; GST-Bcl-xL / FITC-Bim BH3 peptide fluorescence polarization; inhibition, % at 10.9 µM;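 active = inhibition above the mean of all tested compounds plus 3 SD, cutoff set per campaign, cut at about 30% in these data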;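 also: 0% = DMSO wells and 100% = unlabeled Bim-BH3 peptide competitor; inhibitors lower millipolarization by displacing the labeled peptide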
Target sequence (Q07817 whole entry, looked up): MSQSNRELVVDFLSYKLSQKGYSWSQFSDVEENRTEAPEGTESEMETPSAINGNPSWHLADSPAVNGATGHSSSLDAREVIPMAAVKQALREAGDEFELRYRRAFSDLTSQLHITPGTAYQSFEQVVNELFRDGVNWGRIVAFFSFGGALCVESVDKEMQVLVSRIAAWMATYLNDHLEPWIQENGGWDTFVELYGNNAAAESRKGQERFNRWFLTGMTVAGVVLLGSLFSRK
PME-1 inh: PME-1 (human) inhibition; recombinant PME-1, FP-Rh probe fluorescence polarization; inhibition, % at 5.9 µM; 320,000 tested, 0.53% active; AID 2130;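 active = inhibition above the campaign mean of all compounds plus 3 SD, cut at about 26% in these data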;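 also: competitive labeling of PME-1 active site by serine hydrolase directed probe; 0% = PME-1 with DMSO and 100% = wells lacking PME-1 enzyme; inhibitors block probe labeling so polarization falls and inhibition rises; many of its hits are not listed in these tables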
MCL1-BIM inh: inhibitors of human MCL1 binding to BIM-BH3 peptide; GST-MCL1 / FITC-Bim-BH3 fluorescence polarization; inhibition, % at 10.9 µM; 320,000 tested, 0.68% active;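 active = inhibition above the mean inhibition of all tested compounds plus 3 SD, set per campaign, cut at about 40% in these data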;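 also: 0% = DMSO wells and 100% = unlabeled Bim-BH3 peptide control; higher means more loss of mP so more displacement of Bim peptide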
Target sequence (Q07820 whole entry, looked up): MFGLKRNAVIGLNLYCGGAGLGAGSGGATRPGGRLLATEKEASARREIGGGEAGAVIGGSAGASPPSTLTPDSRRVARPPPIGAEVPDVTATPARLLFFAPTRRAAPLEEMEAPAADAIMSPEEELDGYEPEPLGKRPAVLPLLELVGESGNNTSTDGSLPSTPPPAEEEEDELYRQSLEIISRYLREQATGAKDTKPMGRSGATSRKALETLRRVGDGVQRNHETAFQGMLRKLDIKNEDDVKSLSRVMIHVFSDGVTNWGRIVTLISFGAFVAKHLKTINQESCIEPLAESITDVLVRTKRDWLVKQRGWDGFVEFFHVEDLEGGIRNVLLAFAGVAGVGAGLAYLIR
GLD-1 RNA inh: GLD-1-TGE RNA interaction inhibition (C. elegans). inhibition, % at 5.96 µM. Q17339. 320,000 tested, 0.44% active. AID 2280. purified GLD-1 + fluorescein TGE RNA, fluorescence polarization;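 active = percent inhibition above a per-plate cutoff, the plate mean of test compounds plus 3 SD, cut at about 30% in these data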;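 also: 0% = DMSO wells with GLD-1 and probe and 100% = wells lacking GLD-1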
* = called active by the depositor; · = no result given. Not all compounds are listed. The share of hits here may be higher or lower than overall.

cpd	molecule	GSTO1 counter	TPT1 inhibitor	PAD4 FP inh	Fam108B inh	MEX-5 binding
1	O=C(Nc1ccccc1)c1ccc(-n2cnnn2)cc1	-3	-5	5	0	-0.6
2	CC(=O)/C(=C\Nc1ccc(OCc2ccccc2)cc1)c1ccccc1	-6	-4	-4	-1	-3.1
3	Cc1cccc(NC(=O)CSc2nncn2-c2ccccn2)c1	8	-5	6	-1	1.2
4	Oc1ccc(-c2ccccc2)cc1CN1CCCCCC1	1	1	0	1	-0.7
5	O=C(CN1C(=O)c2cccc3cccc(c23)C1=O)N1CCCCCC1	1	4	-3	5	1.1
6	CC(C)Oc1ccc2c3c(c(=O)oc2c1)CCC3	8	-2	-3	-4	4.2
7	O=C(N/N=C\c1ccccc1)c1cccc(C(=O)N/N=C\c2ccccc2)n1	-29	1	-7	6	0.0
8	CCOC(=O)N1CCN(C(=O)/C(=C/c2ccc(N(C)C)cc2)NC(=O)c2ccccc2)CC1	·	·	-2	·	·
9	COc1ccc(-c2cc(C(F)(F)F)n3nc(C(=O)N4CCCCC4)cc3n2)cc1	0	2	4	0	0.8
10	CCC(=O)OCCCCCCOc1ccc(C(=O)O)cc1	1	-1	-5	-5	0.2
11	COc1ccc(NC2=CC(=O)CC(c3ccccc3)C2)cc1 (stereo not drawn)	2	-4	2	2	1.8
12	CCOc1ncccc1C(=O)OCC(=O)c1cc(OC)c(OC)c(OC)c1	-2	9	-1	-3	1.6

cpd	BCLXL inh	PME-1 inh	MCL1-BIM inh	GLD-1 RNA inh
1	6	2	5	10
2	1	7	2	4
3	2	-2	1	-3
4	-1	0	1	-7
5	2	1	4	13
6	7	-5	0	6
7	0	9	1	8
8	-6	-3	-26	-14
9	11	-2	13	-4
10	2	-2	4	-2
11	2	3	-6	10
12	2	-5	0	2

Later entries
cpd	molecule	GSTO1 counter	TPT1 inhibitor	PAD4 FP inh	Fam108B inh	MEX-5 binding
13	CCc1cc2c(=O)[nH]c(Cc3ccccc3)nc2s1	-7	-1	1	-3	2.5
14	O=C(NCc1ccco1)c1nn2c(C(F)(F)F)cc(-c3cccs3)nc2c1Br	-7	12	-6	-14	-2.5
15	COc1nc(OC)nc(N2CCC(NC(=O)C(Cc3ccc(C(C)C)cc3)NC(C)=O)CC2)n1 (stereo not drawn)	0	0	0	-2	0.0
16	Cc1cc(/C=N/n2cnnc2)c(C)n1-c1ccc(OCc2ccc(Cl)cc2)cc1	-4	-2	-1	-3	-0.5
17	O=C(NCc1ccc(Cl)cc1)C1CCC(=O)N(C2CC2)C1 (stereo not drawn)	-5	2	-6	0	0.7
18	[O-][N+]1=c2ccc(Nc3ccccc3)cc2=NC12CCCCC2	58*	-6	6	5	-0.4
19	CCOC(=O)N1CCN(C(=O)C(C)N(c2ccc(Oc3ccccc3)cc2)S(C)(=O)=O)CC1 (stereo not drawn)	-1	0	-1	-6	0.1
20	Clc1ccc2[nH]cc(-c3nnnn3-c3ccc4ccccc4c3)c2c1	-9	0	-11	-34	-3.1
21	CCc1noc(C)c1C(=O)N1CCN(S(=O)(=O)c2ccc(C(C)=O)cc2)CC1	9	2	-1	-1	-2.8
22	Cc1ccc(NC(=O)/C(=C\c2cccs2)NC(=O)c2ccccc2)cc1	2	-5	-1	-5	1.1
23	O=C(c1cccc(S(=O)(=O)Nc2cccc(C(F)(F)F)c2)c1)N1CCCCC1	0	-2	3	-2	0.6
24	CCCN(CC(=O)Nc1ccccc1C)C(=O)c1ccc(C)c(S(=O)(=O)N2CCCCC2)c1	6	0	-2	0	2.7

cpd	BCLXL inh	PME-1 inh	MCL1-BIM inh	GLD-1 RNA inh
13	-9	-6	-7	-4
14	10	5	5	-2
15	1	-8	4	5
16	-9	-6	-6	12
17	-1	-2	-4	-8
18	14	4	9	15
19	0	-1	3	-3
20	2	-43	-3	-1
21	-22	2	-30	-5
22	6	4	-1	3
23	1	3	13	1
24	2	9	9	-4

The listing continues.
cpd	molecule	GSTO1 counter	TPT1 inhibitor	PAD4 FP inh	Fam108B inh	MEX-5 binding
25	Cc1ccc(Nc2cc(C)nc3ccc(C)cc23)cc1	7	1	-4	0	4.0
26	CC(C)n1c(N2CCN(CC(=O)Nc3ccc4c(c3)OCCO4)CC2)nc2ccccc21	0	0	3	-3	0.3
27	CC(=O)c1c(C)[nH]c(-c2ccccc2)nc1=S	0	0	-1	0	0.2
28	O=C1/C(=C/c2cccc(F)c2)CSc2sccc21	6	-3	4	6	-0.8
29	Cc1cc(=O)oc2c3c(cc(OCC(=O)NCCCn4ccnc4)c12)OC(C)(C)CC3	5	3	3	1	4.7
30	COC(=O)c1c(C)[nH]c(C(=O)/C=C/c2ccc(C)cc2)c1C	-3	1	2	-9	-0.9
31	CN1N=C(C(=O)NC2CCCc3c2cnn3-c2ccc(F)cc2F)CCC1=O (stereo not drawn)	2	2	0	1	-0.1
32	CC(C)(C)NC(=O)c1cccc2c1-c1ccccc1C2=O	1	2	-2	-1	-1.7
33	COC(=O)COc1ccc2c(c1)O/C(=C\c1ccco1)C2=O	9	4	-6	3	-0.2
34	CC(C)C(=O)Nc1nnc(SCC(=O)N2C(C)CCCC2C)s1 (stereo not drawn)	6	-7	-2	3	0.2
35	Cc1cc(=S)[nH]c(=S)[nH]1	5	-3	0	4	3.1
36	Cc1cc(/C=C(/C#N)c2nc3ccccc3[nH]2)c(C)n1-c1ccccc1C(=O)O	5	24	-5	14	-3.1

cpd	BCLXL inh	PME-1 inh	MCL1-BIM inh	GLD-1 RNA inh
25	-6	-6	-13	6
26	6	3	8	-1
27	5	0	4	-6
28	3	-4	2	6
29	-1	1	4	-2
30	0	-8	-2	-3
31	3	0	0	-8
32	-1	-10	1	0
33	75*	-3	0	-4
34	-6	-6	-1	-9
35	13	-4	8	3
36	10	0	5	-18

Another view of some results above:
The line under a structure holds: GSTO1 counter	TPT1 inhibitor	PAD4 FP inh	Fam108B inh	MEX-5 binding	BCLXL inh	PME-1 inh	MCL1-BIM inh	GLD-1 RNA inh
(32) CC(C)(C)NC(=O)c1cccc2c1-c1ccccc1C2=O
  1	2	-2	-1	-1.7	-1	-10	1	0
(33) COC(=O)COc1ccc2c(c1)O/C(=C\c1ccco1)C2=O
  9	4	-6	3	-0.2	75*	-3	0	-4
(34) CC(C)C(=O)Nc1nnc(SCC(=O)N2C(C)CCCC2C)s1 (stereo not drawn)
  6	-7	-2	3	0.2	-6	-6	-1	-9
(35) Cc1cc(=S)[nH]c(=S)[nH]1
  5	-3	0	4	3.1	13	-4	8	3
(36) Cc1cc(/C=C(/C#N)c2nc3ccccc3[nH]2)c(C)n1-c1ccccc1C(=O)O
  5	24	-5	14	-3.1	10	0	5	-18

Quoted from the listing.
Result of COC(=O)COc1ccc2c(c1)O/C(=C\c1ccco1)C2=O under MEX-5 binding: -0.2
Result of Cc1cc(=S)[nH]c(=S)[nH]1 under BCLXL inh: 13
Result of CN1N=C(C(=O)NC2CCCc3c2cnn3-c2ccc(F)cc2F)CCC1=O (stereo not drawn) under GSTO1 counter: 2

(more compounds)
cpd	molecule	GSTO1 counter	TPT1 inhibitor	PAD4 FP inh	Fam108B inh	MEX-5 binding
37	CCc1ccc(NC(=O)C(C)Sc2nnc(CN3CCCC3)o2)cc1 (stereo not drawn)	·	·	0	·	·
38	Cc1ccc(CNC(=O)C(C)OC(=O)c2cccs2)cc1 (stereo not drawn)	8	-5	4	-2	0.3
39	O=C(C1=C[C@H](C2CCCCC2)C[C@H](OCCCCO)O1)N1CCN(Cc2ccccc2)CC1	2	-1	7	-1	-0.4
40	Cn1cc(C(=O)N2CCN(c3ccccc3)CC2)c(=O)c2cc(S(=O)(=O)N3CCCC3)ccc21	2	-6	2	-3	0.4
41	N#Cc1ccc(-c2ccc(OCC(O)CN3CCOCC3)cc2)cc1 (stereo not drawn)	9	0	-2	-4	-2.6
42	CCc1nn(CC(=O)N2CCN(c3ccc(F)cc3)CC2)c(=O)c2cc3occc3n12	-2	-1	1	0	-1.5
43	Cc1ccc(S(=O)(=O)N2CCN(C(=O)c3cc4c(C)nn(-c5ccccc5C)c4s3)CC2)cc1	-13	-4	-3	0	3.2
44	CCOC(=O)C1C(=O)OC(C)(C)C1C(C)C(=O)c1ccc(C)cc1 (stereo not drawn)	-6	-3	-2	0	-0.5
45	Cc1ccc(C(=O)N(c2ccccn2)C(C)c2ccco2)cc1C (stereo not drawn)	3	-2	1	2	-0.7
46	COc1ccc(N(C(=O)C2CCCCC2)S(=O)(=O)c2cccc3cccnc23)cc1	-1	0	-6	9	-3.0
47	O=C1CN(C(=O)CN2CCOCC2)C(c2ccccc2)c2cc(Br)ccc2N1 (stereo not drawn)	5	-9	2	1	-1.6
48	CCCC(=O)N(CCN(Cc1ccccc1)C(=O)CCC)Cc1ccccc1	-4	0	-4	0	-0.2

cpd	BCLXL inh	PME-1 inh	MCL1-BIM inh	GLD-1 RNA inh
37	-2	-3	-2	4
38	4	-4	7	2
39	0	4	8	9
40	6	3	4	-4
41	3	2	4	5
42	5	11	2	15
43	5	6	0	-1
44	7	2	4	4
45	4	-3	3	8
46	3	1	-2	-8
47	2	3	1	6
48	1	1	-2	-5

New compounds follow:
cpd	molecule	GSTO1 counter	TPT1 inhibitor	PAD4 FP inh	Fam108B inh	MEX-5 binding
49	CCn1c(=O)cc(SCC(=O)NCc2ccc3c(c2)OCO3)c2ccccc21	-5	1	-6	0	1.1
50	COC(=O)[C@H](Cc1ccccc1)NC(=O)N1CCN(c2ccccc2)CC1	-1	-3	-2	0	3.6
51	Cc1ccsc1/C=C(\C#N)C(=O)NCc1cccnc1	-3	-3	0	-5	·
52	Cc1cnc([N+](=O)[O-])n1CCOC(=O)NC(=O)c1ccccc1	4	2	-4	-4	0.6
53	O=C(NCc1ccco1)c1nc2c(nnn2Cc2ccccc2Cl)c(=O)[nH]1	-5	-2	3	-1	-3.0
54	CCOC(=O)C1=C(C)NC(=S)NC1c1ccc(OCC(=O)N2CCCCCC2)c(OC)c1 (stereo not drawn)	3	3	-1	-2	-2.8
55	COCn1cnc(-c2ccccc2)c1-c1ccccc1	4	1	2	1	-1.5
56	CCOC(=O)CCC(=O)N1CCOCCOCCOCC1	8	-1	-2	-1	-5.1
57	O=C(c1ccccc1)n1c(=S)nc2ccccn21	-9	-1	8	0	-1.5
58	O=C(Nc1nc2c(F)cc(F)cc2s1)C1CC1	-3	-2	6	2	-1.9
59	CN(Cc1ccccc1)C(=O)c1[nH]cnc1C(=O)NCC(=O)OCc1ccccc1	3	-4	5	-1	2.4
60	O=C(CCc1ccccc1F)N1CCN(c2ccc(C(F)(F)F)cn2)CC1	-2	-1	1	-1	-0.4
61	COC(=O)c1ccccc1NC(=O)C(C)c1ccc([N+](=O)[O-])cc1 (stereo not drawn)	-3	1	0	-3	2.1
62	CCC(C(=O)Nc1cc(F)ccc1F)n1nc(C)c2c(C)n(-c3ccc(C)cc3)nc2c1=O (stereo not drawn)	-2	-4	-7	1	-0.9

cpd	BCLXL inh	PME-1 inh	MCL1-BIM inh	GLD-1 RNA inh
49	7	6	13	4
50	1	3	-2	3
51	0	3	-11	-2
52	3	-5	5	2
53	9	7	5	1
54	1	-5	2	5
55	7	5	5	-2
56	5	0	2	1
57	-3	-2	-2	-4
58	-3	-6	0	0
59	1	4	6	0
60	2	2	2	8
61	0	-2	0	-10
62	-4	4	-11	-7
